KCNK9 block = KCNK9 potassium channel inhibitors, primary screen, HEK293 cells, thallium flux. Potassium channel subfamily K member 9 (Homo sapiens), Q9NPC2. FluxOR thallium flux fluorescence; active compounds read low. B-score at 10 µM. 310,000 tested, 1.2% active. AID 488922, 2010;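 active means ratio B-score over 3 SD below the library mean, with starting fluorescence within 5 SD of its mean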;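 further: negative B-score means less thallium flux so channel inhibition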
DYRK1A inh = rat Dyrk1A kinase inhibitors, primary screen, biochemical, single point, plate reader; Dual specificity tyrosine-phosphorylation-regulated kinase 1A (Rattus norvegicus), Q63470; ADP-Glo luminescence, NFATc1 peptide; inhibition, % at 12.5 µM; 310,000 tested, 0.43% active; in the data active means inhibition above about 50%;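 further: plate controls were vehicle with enzyme for no effect and no enzyme for full effect; many of its hits are not listed in these tables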
TRPC4 act = activators of mouse TRPC4 channel, primary screen, Fluo4 calcium, HEK293 TRPC4beta/mu-opioid cells | AID 2237, 2010 | Short transient receptor potential channel 4 (Mus musculus), Q9QUQ5 | B-score at 10 µM | 310,000 tested, 0.49% active | Fluo4 calcium fluorescence; active compounds read high;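 active means B-score above 5 SD of library B-scores, and initial fluorescence ratio not above library mean plus 5 SD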;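 further: positive B-score marks a calcium rise read as TRPC4 activation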
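System: HEK293 cells stably co-expressing mouse TRPC4beta and mu-opioid receptor; Schedule: Fluo4 dye loading 45 min at room temperature, 110 s recording; Detection: Fluo4 fluorescence, kinetic; Evaluation: B-scored integrated calcium fluorescence ratio; Controls: buffer (low) and maximal DAMGO (high).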
hERG rescue = hERG rescue from dofetilide block, primary screen, cell-based, CHO-hERG, FluxOR thallium flux, dofetilide IC70; 310,000 tested, 0.51% active; activation (rescue from dofetilide block), less the hit threshold, % at 10 µM; Voltage-gated inwardly rectifying potassium channel KCNH2 (Homo sapiens), Q12809; dofetilide IC70 present;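 active means activation above the mean of controls blocked by dofetilide plus 5 SD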;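 further: thallium influx through hERG after potassium depolarization seen as dye fluorescence rise; in these data hits start at about 4.7%; inactives centre near -7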
KCNK3 block = human KCNK3 channel inhibitors, primary screen, CHO cells, FluxOR thallium flux, B-score; B-score at 10 µM; 340,000 tested, 0.84% active; FluxOR fluorescence; active compounds read low; AID 602410, 2012;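 active means B-score under library mean minus 4 SD, starting fluorescence ratio at most library mean plus 5 SD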;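 further: more negative B-score means stronger inhibition of thallium flux through KCNK3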
Target sequence (O14649 whole entry, looked up): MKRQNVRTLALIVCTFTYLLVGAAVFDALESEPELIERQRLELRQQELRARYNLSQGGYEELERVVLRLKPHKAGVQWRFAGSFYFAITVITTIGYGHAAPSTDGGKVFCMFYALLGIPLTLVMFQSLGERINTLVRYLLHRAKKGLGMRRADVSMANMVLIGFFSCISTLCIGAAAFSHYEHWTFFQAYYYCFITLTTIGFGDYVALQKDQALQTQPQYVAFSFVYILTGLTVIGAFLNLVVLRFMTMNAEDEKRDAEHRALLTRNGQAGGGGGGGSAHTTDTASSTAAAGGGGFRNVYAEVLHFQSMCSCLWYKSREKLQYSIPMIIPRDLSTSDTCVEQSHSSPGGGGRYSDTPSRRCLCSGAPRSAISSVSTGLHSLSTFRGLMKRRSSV
KCNQ1 block = inhibitors of human KCNQ1 channel, primary screen, cell-based, thallium flux, high-throughput; CHO-K1 KCNQ1, FluxOR thallium flux fluorescence; active compounds read high; 310,000 tested, 1.3% active; AID 2642, 2010; Potassium voltage-gated channel subfamily KQT member 1 (Homo sapiens), P51787; B-score at 10 µM;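 active means compounds whose thallium flux B-score, printed positive for inhibition, exceeds three library SD while starting fluorescence stays within three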;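 further: channel opened by potassium depolarization with thallium stimulus after 20 min compound exposure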
Target sequence (P51787 whole entry, looked up): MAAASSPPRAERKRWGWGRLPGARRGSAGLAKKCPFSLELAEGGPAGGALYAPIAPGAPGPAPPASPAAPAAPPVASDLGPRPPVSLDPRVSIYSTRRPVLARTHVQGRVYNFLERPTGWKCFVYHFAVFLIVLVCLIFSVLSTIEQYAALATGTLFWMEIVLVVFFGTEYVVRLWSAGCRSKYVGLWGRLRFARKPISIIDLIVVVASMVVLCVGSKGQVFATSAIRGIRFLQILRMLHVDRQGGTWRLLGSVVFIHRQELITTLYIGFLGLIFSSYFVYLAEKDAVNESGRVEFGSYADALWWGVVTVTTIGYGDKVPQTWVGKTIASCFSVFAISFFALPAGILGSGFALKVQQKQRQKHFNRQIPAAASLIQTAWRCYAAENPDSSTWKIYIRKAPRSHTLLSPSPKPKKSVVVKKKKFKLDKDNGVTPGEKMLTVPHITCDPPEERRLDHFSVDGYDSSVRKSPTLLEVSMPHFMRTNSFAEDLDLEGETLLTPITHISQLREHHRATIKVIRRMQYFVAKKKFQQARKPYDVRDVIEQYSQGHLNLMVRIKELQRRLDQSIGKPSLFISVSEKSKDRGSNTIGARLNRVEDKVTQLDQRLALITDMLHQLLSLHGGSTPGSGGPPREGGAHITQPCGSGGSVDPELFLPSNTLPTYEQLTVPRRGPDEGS
KCNQ1 pot = potentiators or activators of KCNQ1 channel, primary screen, cell-based, thallium flux, high-throughput | Potassium voltage-gated channel subfamily KQT member 1 (Homo sapiens), P51787 | CHO-K1 KCNQ1, thallium flux FluxOR fluorescence; active compounds read high | B-score at 10 µM | 310,000 tested, 0.35% active | AID 2648, 2010;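 active means fluorescence ratio B-score, a plate-corrected score, at least three library SD, with initial intensity B-score within 5 SD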
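assay system = CHO-K1 cells stably expressing KCNQ1 | medium = assay buffer, equal DMSO in all wells | timing = 37 °C overnight plating, 90-min dark dye load, 20-min compound pretreatment | measured by = kinetic FluxOR thallium fluorescence, 10-s 1-Hz baseline, 110-s post-stimulus read | measure = fluorescence change relative to baseline, converted to B score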
PolyA inhibitor = polyadenylation inhibitors in yeast reporter cells, primary screen, luminescence, S. cerevisiae; S. cerevisiae SKY197-pL101 polyadenylation reporter, beta-gal luminescence; efflux-impaired pdr1/pdr3 knockout yeast; score 100 = 6 SD above DMSO; calls only at 12 µM; 300,000 tested, 0.02% active; AID 1875, 2009;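 active means lowest replicate activity score at least 50, where 100 means six control SD above control mean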;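 further: yeast exposed to compound for 9 h at 30 °C; higher score means more reporter readthrough which indicates perturbed polyadenylation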
TRPC4 inh = inhibitors of mouse TRPC4 channel, primary screen, Fluo4 calcium, HEK293 TRPC4beta/mu-opioid cells. Short transient receptor potential channel 4 (Mus musculus), Q9QUQ5. DAMGO-evoked Fluo4 calcium flux; active compounds read low. B-score at 10 µM. 300,000 tested, 0.39% active. AID 2247, 2010;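 active means B-score over 3 SD under the library average, no early fluorescence shift, positive overall ratio signal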
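Test system – stable TRPC4beta/mu-opioid receptor HEK293 cells · Probe or stimulus – DAMGO, a submaximal dose followed by a maximal one · Dosing – one concentration per compound · Signal – Fluo4 calcium fluorescence by kinetic imaging, 5 s 1 Hz baseline · Evaluation – per-well B score of integrated baseline-normalized Fluo4 ratio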
TRPC4 PAM = positive allosteric modulators of TRPC4, primary screen, cell-based, mouse TRPC4beta, HEK293 mu-opioid, Fluo-4 calcium | Short transient receptor potential channel 4 (Mus musculus), Q9QUQ5 | DAMGO EC20, Fluo-4 Ca2+ flux; active compounds read high | B-score at 10 µM | 310,000 tested, 0.42% active;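 active means B-score of calcium response area above 5 SD of library B-scores, with initial fluorescence ratio within 5 SD of library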;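 further: B-score of integrated fluorescence ratio over time as area under calcium response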
Platelet DG rel = inhibitors of platelet dense granule secretion, primary screen, cell-based, MLPCN, human platelets | 300,000 tested, 0.22% active | AID 1663, 2009 | human platelet-rich plasma, SFLLRN dense granule ATP release, luminescence | inhibition, %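 (compounds screened at 7.5 µM in platelet-rich plasma)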;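 active means mean replicate score, as percent of positive control, at or above 50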
An asterisk follows results filed as active; i = inactive; . = no result given.

SMILES	KCNK9 block	DYRK1A inh	TRPC4 act	hERG rescue	KCNK3 block	KCNQ1 block	KCNQ1 pot	PolyA inhibitor	TRPC4 inh	TRPC4 PAM	Platelet DG rel
CN1C(=O)N(C)C2C1NC(=O)N2C (configuration not stated)	i	-2	i	-6	i	i	i	i	i	i	1
Cc1cc(NC(=O)CN2CCN(S(=O)(=O)c3ccc(Cl)cc3)CC2)no1	i	-7	i	-4	i	i	i	i	i	i	9
CCC(C)NC(=O)c1ccc(CSc2nc3ccncc3n2Cc2ccc(F)cc2)cc1 (configuration not stated)	i	-6	i	-13	i	i	i	i	i	i	8
Cc1cc(NS(=O)(=O)c2ccc(C(C)C)cc2)no1	i	1	i	-5	i	i	i	i	i	i	4
CC(=O)N1C(=S)NC(=O)/C1=C1/C(=O)N(CC(=O)Nc2cccc(C)c2)c2ccccc21	i	-6	i	-9	i	i	i	i	i	i	-31
Cc1ccc(Cn2nnc3c(=O)[nH]c(C4CCCN(S(=O)(=O)c5ccccc5)C4)nc32)cc1 (configuration not stated)	i	-4	i	-4	i	i	i	i	i	i	-1
COC(=O)c1nc(N)sc1-c1ccc(Cl)c(Cl)c1	i	-6	i	-11	i	i	i	i	i	i	-3
Cc1ccc(CN2CCN(/N=C/c3cc([N+](=O)[O-])ccc3Cl)CC2)cc1	i	13	i	-7	i	i	i	i	i	i	-1
CC(=O)Oc1ccc(C(=O)Nc2ccccc2C(=O)Nc2ccc(C(=O)O)cc2)cc1	i	3	i	-6	i	i	i	i	i	i	-7
COc1cc(NC(=S)NC(=O)c2cc(C)cc(C)c2)ccc1NC(=O)c1cccs1	i	0	i	-9	i	i	i	i	i	i	-4
CC(CN1CCCCC1)OC(=O)Cc1ccc(Cl)cc1 (configuration not stated)	i	1	i	-9	i	i	i	i	i	i	0
Cc1csc(=NC(=O)c2ccccc2)n1CCO	i	7	i	1	i	i	i	i	i	i	7

Shown with values under each structure: entries from further up
Below each compound – KCNK9 block	DYRK1A inh	TRPC4 act	hERG rescue	KCNK3 block	KCNQ1 block	KCNQ1 pot	PolyA inhibitor	TRPC4 inh	TRPC4 PAM	Platelet DG rel
CC(=O)N1C(=S)NC(=O)/C1=C1/C(=O)N(CC(=O)Nc2cccc(C)c2)c2ccccc21
 : i	-6	i	-9	i	i	i	i	i	i	-31
Cc1ccc(Cn2nnc3c(=O)[nH]c(C4CCCN(S(=O)(=O)c5ccccc5)C4)nc32)cc1 (configuration not stated)
 : i	-4	i	-4	i	i	i	i	i	i	-1
Cc1cc(NS(=O)(=O)c2ccc(C(C)C)cc2)no1
 : i	1	i	-5	i	i	i	i	i	i	4
COC(=O)c1nc(N)sc1-c1ccc(Cl)c(Cl)c1
 : i	-6	i	-11	i	i	i	i	i	i	-3
Cc1cc(NC(=O)CN2CCN(S(=O)(=O)c3ccc(Cl)cc3)CC2)no1
 : i	-7	i	-4	i	i	i	i	i	i	9
Cc1csc(=NC(=O)c2ccccc2)n1CCO
 : i	7	i	1	i	i	i	i	i	i	7

The listing continues.
SMILES	KCNK9 block	DYRK1A inh	TRPC4 act	hERG rescue	KCNK3 block	KCNQ1 block	KCNQ1 pot	PolyA inhibitor	TRPC4 inh	TRPC4 PAM	Platelet DG rel
CC1=C([N+](=O)[O-])C(c2ccc(Cl)cc2)NC(=O)N1 (configuration not stated)	i	0	i	-10	i	i	i	i	i	i	-12
O=C1CN(C(=O)/C=C/c2ccco2)c2ccccc2N1	i	-2	i	-6	i	i	i	i	i	i	-3
COc1ccc(/C=C(\NC(=O)c2ccc(C)cc2)C(=O)NCCN2CCOCC2)cc1	i	-6	i	-4	i	i	i	i	i	i	20
COC(=O)c1[nH]c2c(c1C)C(=O)CC(c1ccc(OC)cc1)C2 (configuration not stated)	i	0	i	-5	i	i	i	.	i	i	-5
CCc1nnc(NC(=O)CSc2nc(C)nc3c2c(=O)n(C)c(=O)n3C)s1	i	3	i	-5	i	i	i	i	i	i	13
CCOc1c2ccc(C(=O)N[C@H](C)C3CCCCC3)cc2nn1CCOC	i	1	i	-7	i	i	i	i	i	i	11
Cc1noc(C)c1C(=O)Nc1ccc(F)c(F)c1	i	4	i	-5	i	i	i	i	i	i	-21
COc1ccc(NS(=O)(=O)c2ccc3c(c2)N(C(C)=O)CCO3)c(OC)c1	i	-11	i	-11	i	i	i	i	i	i	5
Cc1nn(C)c(Oc2ccc(Cl)cc2)c1C(=O)Nc1ccc(F)cc1F	i	1	i	-10	i	i	i	i	i	i	-2
CC1CCCC(NC(=O)COC(=O)CCSc2ccccc2)C1C (configuration not stated)	i	.	i	-10	i	i	i	i	i	i	-4
CCc1nnc(NC(=O)c2cc(S(=O)(=O)N(C)c3ccc(OC)cc3)ccc2Cl)s1	i	1	i	-12	i	i	i	i	i	i	6
COc1ccc(CSc2nnnn2C)cc1F	i	-1	i	-4	i	i	i	i	i	i	6
COCCCNS(=O)(=O)c1ccc(Oc2ncc(C(F)(F)F)cc2Cl)cc1	i	-2	i	-13	i	i	i	i	i	i	0
Cc1ccc(-c2ccc(/C=C3\C(=O)ON=C3c3ccccc3)o2)c([N+](=O)[O-])c1	i	-5	i	-48	i	i	8*	i	i	i	-3
O=C(CCc1nnc(CCCCc2ccccc2)o1)NCCC1CCCCO1 (configuration not stated)	i	-3	i	-6	i	i	i	i	i	i	-1
COc1ccc(/C=N\NS(=O)(=O)c2ccc(C)cc2)cc1COc1ccccc1[N+](=O)[O-]	i	-5	i	-4	i	i	i	i	i	i	0
CC(=O)c1ccc(NC(=O)/C(C#N)=C/c2ccncc2)cc1	i	-5	i	-12	i	i	i	i	i	i	9
COc1cc(C(=O)Nc2ccc(C)cc2C(NCC(=O)NN)c2ccccc2)cc(OC)c1OC (configuration not stated)	i	-2	i	-7	i	i	i	i	i	i	2
Cc1ccc(C)c(N2C(=O)CN=C2Nc2ccccc2Cl)c1	i	-3	i	-4	i	i	i	i	i	i	-2
CCOCC(=O)Nc1ccc(F)c(F)c1	i	-2	i	-2	i	i	i	i	i	i	7
Cc1nc2ccc(S(=O)(=O)Nc3cccc(-c4nc5cccnc5s4)c3)cc2s1	i	8	i	-23	i	i	i	i	i	i	20
O=C(c1cccc(-c2ccccc2F)c1)N1CC[C@@H](N2CCC(O)CC2)[C@H](O)C1	i	2	i	-12	i	i	i	i	i	i	0
O=C1CCCC2=C1C(O)(C(F)(F)F)C(=O)N2Cc1ccccc1 (configuration not stated)	i	-3	i	-8	i	i	i	i	i	i	1
O=C(OCC(=O)N1CCCCCC1)c1ccc([N+](=O)[O-])cc1Cl	i	5	i	-2	i	i	i	i	.	i	4
Clc1ccccc1OCc1nn[nH]n1	i	10	i	-10	i	i	i	i	i	i	-14
COc1ccc(S(=O)(=O)Nc2ccccc2C(=O)N2CCOCC2)cc1OC	i	2	i	-7	i	i	i	i	i	i	-4
O=C(Cn1cncn1)N/N=C/c1ccccc1O	i	2	i	-9	i	i	i	i	i	i	1
Cc1n[nH]c(C)c1S(=O)(=O)N1CCN(C2CCCCC2)CC1	i	7	i	-8	i	i	i	i	i	i	17
CCN(CC)c1cc2nc(C)n(Cc3ccccc3)c(=O)c2cc1NC(=O)C1CC1	i	-8	i	-9	i	i	i	i	i	i	-1
Cc1ccc(C)c(OCC(O)CN2CCC(CN3C(=O)c4cccc5cccc(c45)C3=O)CC2)c1 (configuration not stated)	i	6	i	-22	i	i	i	i	i	i	3
CN(C(=O)c1cccc(C#N)c1)c1nnc(-c2cnccn2)s1	i	5	i	-3	i	i	i	i	i	i	-8
Cn1c(SCC(=O)Nc2ccc(F)cc2)nnc1C1CC1	i	-2	i	-1	i	i	i	i	i	i	2
Cc1ccc(C(=O)Nc2ccc(-c3csc(C)n3)cc2)cc1	i	3	i	-6	i	i	i	i	i	i	-1
CCOc1ccc(NC(=O)CNC(=O)COc2ccccc2)cc1	i	4	i	-10	i	i	i	i	i	i	-5
O=C(CN(c1cccc([N+](=O)[O-])c1)S(=O)(=O)c1ccccc1)N(Cc1ccccc1)Cc1ccccc1	i	-8	i	-13	i	i	i	i	i	i	-5
C=CCNc1c2c(nc3nnnn13)CCCC2	i	1	i	2	i	i	i	i	i	i	20
COC(=O)Nc1nc2ccc(C(=O)c3ccc(F)cc3)cc2[nH]1	i	.	i	-2	.	i	i	i	i	i	-3
Cc1ccc(OCCCn2cc(C#N)c3ccccc32)cc1	i	-1	i	-20	i	i	i	i	i	i	-11
Cc1ccc(N2CC(C(=O)NCCS(=O)(=O)N3CCN(c4ccc(F)cc4)CC3)CC2=O)cc1 (configuration not stated)	i	1	i	-9	i	i	i	i	i	i	8
COCCCNC(=O)c1ccc(S(=O)(=O)c2ccc(C)cc2)c(NC(C)=O)c1	i	-3	i	-4	i	i	i	i	i	i	8
Cc1ccc(NC(=O)N2CCCc3ccccc32)cc1	i	.	i	-9	i	i	i	i	i	i	-5
COc1cccc2c(=O)cc(C)n(CC(=O)Nc3ccccc3C)c12	i	-4	i	-13	i	i	i	i	i	i	0

Part of the list above, set out differently:
| Structure | KCNK9 block | DYRK1A inh | TRPC4 act | hERG rescue | KCNK3 block | KCNQ1 block | KCNQ1 pot | PolyA inhibitor | TRPC4 inh | TRPC4 PAM | Platelet DG rel |
| --- | --- | --- | --- | --- | --- | --- | --- | --- | --- | --- | --- |
| CCOCC(=O)Nc1ccc(F)c(F)c1 | i | -2 | i | -2 | i | i | i | i | i | i | 7 |
| CC1=C([N+](=O)[O-])C(c2ccc(Cl)cc2)NC(=O)N1 (configuration not stated) | i | 0 | i | -10 | i | i | i | i | i | i | -12 |

Not all compounds are listed (hit frequency here may not be typical).
